Bioassay records from PubChem.
aGal spleen mod: inhibits or activates alpha-galactosidase in human spleen homogenate. 240,000 compounds, 0.008% hits. Potency, µM (titrated, usually from 80 µM), for inactives: at the highest dose activity change, negative = inhibition, actives largely listed as inhibitors. P06280. human spleen homogenate, 4MU-alpha-Gal fluorescence, 40 min;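 further: potency means the concentration at half of the fitted maximal effect; 0% = enzyme with vehicle and -100% = no enzyme basal signal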
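qHTS titration in buffer at pH 5.0. Alpha-galactosidase activity in spleen homogenate was measured via 4-methylumbelliferone release from 1 mM fluorogenic substrate after 40 min at 37C and a pH 10 stop. AC50 came from Hill fits of control-normalized data.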
NPSR antag: antagonists of human neuropeptide S receptor cAMP signaling. CHO-NPSR cells, cAMP TR-FRET, antagonist mode. Potency, µM (titrated, usually from 38.3 µM), for the others: at the highest dose activity change, negative = inhibition, usual class: inhibitors. 220,000 compounds, 1% hits; further: potency means the concentration at half of the fitted maximal effect; on the % scale 0 is the no-effect control and ±100 the full control effect; nearly all actives have a fitted effect of over 50% in size; many of its hits are not listed in these tables
Target sequence (Q6W5P4 whole entry, looked up): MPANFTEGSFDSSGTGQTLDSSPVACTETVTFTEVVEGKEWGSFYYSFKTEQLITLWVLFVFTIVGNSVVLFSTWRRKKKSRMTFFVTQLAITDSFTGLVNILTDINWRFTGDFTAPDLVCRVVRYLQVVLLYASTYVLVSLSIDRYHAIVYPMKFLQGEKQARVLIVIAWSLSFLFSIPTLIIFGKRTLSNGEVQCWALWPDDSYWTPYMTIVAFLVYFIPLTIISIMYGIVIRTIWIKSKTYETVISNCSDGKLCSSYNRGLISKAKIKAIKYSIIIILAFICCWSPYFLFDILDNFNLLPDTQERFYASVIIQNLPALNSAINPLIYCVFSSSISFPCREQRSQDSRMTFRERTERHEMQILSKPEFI
Lamin A splicing: changes lamin A minigene splicing in HeLa cells. AID 1487. Potency, µM (doses to about 46.1 µM), without a hit: at the highest dose ratio change, negative = inhibition, hits mostly inhibitors. 200,000 compounds, 0.01% hits. HeLa LMNA splicing GFP/RFP minigene ratio, 48 h; active means well fitted inhibition curve with a large enough effect in the signal ratio, with a control signal flat, not every such curve was filed as active; inconclusive means small, poorly fitted or top-dose-only effect, or effect the other way, or a change in a side signal; the % refers to the signal ratio; further: potency means the concentration at half of the fitted maximal effect; on the % scale 0 is the no-effect control and ±100 the full control effect
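S3 HeLa stable clones carrying a lamin A-EGFP splicing minigene plus DsRed2 were seeded at 600 cells/well in Opti-MEM with 2% FBS, pin-dosed and incubated 48 h at 37°C. Acumen cytometry (488 nm) gave the GFP/RFP total-intensity ratio.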
Epigenetic derep: derepresses silenced GFP reporter in murine cells | 280,000 compounds, 0.2% hits | murine LDR cells, GFP reporter derepression, 30 h | AID 1865 | Potency, µM (titrated, usually from 53.9 µM), for the others: at the highest dose GFP activation, actives largely listed as activators; further: potency means the concentration at half of the fitted maximal effect; % of control where 0% means no effect; nearly all actives have a fitted effect of over 60% in size
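In this reporter-derepression format, murine cells bearing a silenced integrated CMV-GFP locus incubate with test compound (30 h, 37 C), then are washed and imaged; fluorescent objects of 20–120 um count as induced cells.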
IMPase Li cell: cell-permeable IMPase inhibitors with lithium potentiation | CHO-M1 cells, IP1 TR-FRET (IP-One), carbachol + lithium | Potency, µM (top dose mostly 59.4 µM), inactives show at the highest dose activity, negative = IMPase inhibition, most hits filed as inhibitors | 210,000 compounds, 0.35% hits;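 further: IP1 builds up when IMPase is blocked and the TR-FRET signal falls; potency means the concentration at half of the fitted maximal effect; plate controls were basal vehicle for no effect and high inhibitor control for full effect; nearly all actives have a fitted effect of over 50% in size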
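CHO cells stably expressing M1 receptor (2000/well) were cultured 16–30 h, then exposed to compounds with a small lithium addition for 30 min at 37C. IP1 was measured by TR-FRET competition; AC50 from Hill fits.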
CBFb RUNX1 block: blocks binding between human CBF-beta and RUNX1 | Q01196+Q13951 | AlphaScreen CBFb-His/RUNX1-biotin binding, biochemical | Potency, µM (top dose mostly 59.8 µM), for the others: top-dose activity, negative = inhibition, usual class: inhibitors | 230,000 tested, under 10 active | AID 1477; further: % of control where 0% means no effect
Target sequence (Q01196 whole entry, looked up): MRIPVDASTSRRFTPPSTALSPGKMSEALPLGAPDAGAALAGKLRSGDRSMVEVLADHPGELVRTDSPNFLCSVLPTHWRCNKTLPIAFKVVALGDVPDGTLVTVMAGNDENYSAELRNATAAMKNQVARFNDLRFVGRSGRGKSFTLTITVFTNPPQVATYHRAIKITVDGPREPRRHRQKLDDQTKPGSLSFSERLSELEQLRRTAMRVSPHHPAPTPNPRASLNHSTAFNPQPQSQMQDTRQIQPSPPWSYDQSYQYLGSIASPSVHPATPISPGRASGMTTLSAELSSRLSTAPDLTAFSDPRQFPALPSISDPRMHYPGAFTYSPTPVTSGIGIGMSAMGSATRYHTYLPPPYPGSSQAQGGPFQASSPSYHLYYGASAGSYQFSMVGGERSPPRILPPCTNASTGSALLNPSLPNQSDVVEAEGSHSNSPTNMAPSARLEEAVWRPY
Target sequence (Q13951 whole entry, looked up): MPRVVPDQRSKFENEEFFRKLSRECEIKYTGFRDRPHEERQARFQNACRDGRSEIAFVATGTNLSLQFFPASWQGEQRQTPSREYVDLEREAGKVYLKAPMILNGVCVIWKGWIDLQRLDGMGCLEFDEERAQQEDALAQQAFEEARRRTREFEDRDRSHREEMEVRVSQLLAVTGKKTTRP
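Bead-based AlphaScreen assay; binding partners His-tagged CBF-beta and biotinylated RUNX1 at 30 nM each. Compound exposure 15 min after a 20-min protein preincubation; bead step 90 min; all steps at room temperature.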
Luc counter: Kinase-Glo luciferase inhibition (counter-screen) | Q27757 | Kinase-Glo luciferase, ATP luminescence, 8 min | Potency, µM (series often up to 38.3 µM), for the others: top-dose activity change, negative = inhibition, actives largely listed as inhibitors | 200,000 compounds, 0.28% hits | AID 1379; further: potency means the concentration at half of the fitted maximal effect; on the % scale 0 is the no-effect control and ±100 the full control effect; nearly all actives have a fitted effect of over 60% in size
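Substrate mix (final 50 mM imidazole pH 7.2, 50 mM KCl, 7 mM MgCl2, 10 uM ATP, 0.01% Tween 20, 0.05% BSA) plus pin-tool compound, then Kinase-Glo detection mix; 8 min ambient, luminescence read.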
* hit, by the source's call; u = inconclusive; x = no result given; [ ] = another dose, or the depositor's remark. Unless noted, the call rests on the fitted dose curve; in most records, active means well fitted curve in the direction sought with a large enough effect; inconclusive means small, poorly fitted or top-dose-only effect, or another doubt; inactive means no such curve, though single readings can be large; an effect the other way counts as inactive or inconclusive.

nr	SMILES	aGal spleen mod	NPSR antag	Lamin A splicing	Epigenetic derep
1	COc1ccccc1-c1ccc(SCC(=O)NCCc2ccccc2)nn1	-3%	-34%	9%[46 µM]	-0.1%
2	CCC(C(=O)NCc1ccco1)N(C(=O)CNS(=O)(=O)c1ccc(C)cc1)c1ccccc1OC (configuration not stated)	-3%	-16%[46.1 µM]	5%	0.8%
3	CCCn1nnc(NC(=O)c2ccc(Cl)cc2Cl)n1	2%	-2%[46.1 µM]	8%	5.1%
4	COc1ccc(-c2cc(CNC(C)=O)on2)cc1	-6%	-10%[46.1 µM]	5%	-0.1%
5	C/C(CC(O)(/C=N/O)c1ccccc1)=N\O (configuration not stated)	3%	2%[46.1 µM]	8%	0.0%
6	O=C(CCSc1nnc2ccccn12)Nc1ccc(F)cc1	-1%	-4%[46.1 µM]	7%	-0.2%
7	CC1(C)CC(=O)c2cc(C(=O)NCc3ccco3)c(=O)n(-c3ccc(Cl)cc3)c2C1	u	-12%[46.1 µM]	2%	13%
8	Cc1cccc(-c2noc(CN(C(=O)/C=C/c3ccccc3Cl)C(C)C)n2)c1	5%	-30%	u	-3.2%

nr	IMPase Li cell	CBFb RUNX1 block	Luc counter
1	-7%	30%	-2%
2	5%[38.3 µM]	-3%	0%
3	29%[38.3 µM]	-2%	-15%
4	1%[38.3 µM]	0%	-2%
5	-19%[38.3 µM]	2%	2%
6	21%[38.3 µM]	2%	-2%
7	15%[38.3 µM]	15%	-2%
8	8%	u	1%

nr	SMILES	aGal spleen mod	NPSR antag	Lamin A splicing	Epigenetic derep
9	COc1cc(-c2nc3cnccn3c2Nc2ccccc2)ccc1O	-4%	-2%	u	-1.0%
10	Cc1nc(-c2ccc(S(=O)(=O)NCC3CCN(C(=O)OC(C)(C)C)CC3)s2)cs1	-13%	50%	x	-3.4%
11	COc1ccccc1CN1CCN(Cc2nc(Cc3ccccc3)no2)CC1	6%	1%	u	1.5%
12	COc1cccc(CN2CCC(C(=O)N3CCN(c4ccccc4F)CC3)CC2)c1OC	6%	0%	0%	1.6%
13	CC(=O)Nc1ccc(-c2csc(NCc3ccccc3)n2)cc1	4%	1%	u	2.9%
14	O=P(OC1CCCCC1)(OC1CCCCC1)C(O)c1ccccc1 (configuration not stated)	1%	-14%[46.1 µM]	22%	-5.7%
15	Cc1ccc(CC(=O)NCCC(=O)O)cc1	6%	40%	x	0.8%
16	CN(C)C(=S)Nn1c(-c2ccccc2)nc2ccccc2c1=O	11%	18%	-2%	-3.0%

nr	IMPase Li cell	CBFb RUNX1 block	Luc counter
9	-2%	4%	4%
10	x	-3%	x
11	19%	5%	3%
12	-4%	3%	-1%
13	8%	-9%	6%
14	24%[38.3 µM]	3%	0%
15	x	3%	x
16	-6%	7%	0%

nr	SMILES	aGal spleen mod	NPSR antag	Lamin A splicing	Epigenetic derep
17	CC(C)(C)NC(=O)C(=O)NN=C1CCCCCC1	10%	7%	4%[46 µM]	-2.3%
18	CCNc1nnc(-c2ccc(C)cc2)o1	4%	-2%[46.1 µM]	-1%	0.0%
19	COc1ccc(-c2cc(C(F)(F)F)nc(NC3CCCC3)n2)cc1OC	-4%	-23%[46.1 µM]	u	-0.8%
20	Cc1ccc(/C=N/Nc2nc(N3CCCCC3)nc(N3CCCCC3)n2)o1	-2%	-45%	6%[9.22 µM]	2.3%
21	O=C(Nc1ccc(C(=O)O)cc1)/C(=C/c1cccc(Br)c1)NC(=O)c1ccco1	5%	18%	x	-2.9%
22	O=C(NCc1ccccc1)c1ccc(F)c(S(=O)(=O)N2CCOCC2)c1	0%	-7%[46.1 µM]	-5%	-0.9%
23	NC1=NC(=O)/C(=C\C=C\c2ccccc2)S1	0%	1%	4%	-0.1%
24	O=C(Oc1ccc(Cl)c2cccnc12)c1cccc([N+](=O)[O-])c1	6%	-9%	u	u

nr	IMPase Li cell	CBFb RUNX1 block	Luc counter
17	-1%	0%	6%
18	-10%[38.3 µM]	3%	-6%
19	6%[38.3 µM]	21%	-4%
20	15%	-20%	-2%
21	6%	3%	3%
22	-25%[38.3 µM]	-1%	-4%
23	1%	4%	-2%
24	-1%	u	-3%

Reprinted from the part before: four compounds; new compounds follow.
nr	SMILES	aGal spleen mod	NPSR antag	Lamin A splicing	Epigenetic derep
21	O=C(Nc1ccc(C(=O)O)cc1)/C(=C/c1cccc(Br)c1)NC(=O)c1ccco1	5%	18%	x	-2.9%
22	O=C(NCc1ccccc1)c1ccc(F)c(S(=O)(=O)N2CCOCC2)c1	0%	-7%[46.1 µM]	-5%	-0.9%
23	NC1=NC(=O)/C(=C\C=C\c2ccccc2)S1	0%	1%	4%	-0.1%
24	O=C(Oc1ccc(Cl)c2cccnc12)c1cccc([N+](=O)[O-])c1	6%	-9%	u	u
25	O=C(N/N=C/c1ccc(Cl)cc1)c1sccc1OCc1ccc(F)cc1	-3%	10%[46.1 µM]	u	2.8%
26	Cc1ccc(S(=O)(=O)NCC(=O)OCC(=O)c2c(N)n(C)c(=O)n(C)c2=O)cc1	-2%	23%	-12%	-1.1%
27	CCSc1nnc(NC(=O)c2ccc(S(=O)(=O)N(C)C)cc2)s1	0%	-8%	-24%[46 µM]	-1.5%
28	CCN1CCN(C(=O)CN(c2ccc(F)c(Cl)c2)S(C)(=O)=O)CC1	-2%	1%	x	-0.4%
29	Cc1ccc(NC(=O)c2cccc(S(=O)(=O)N(C)c3ccccc3)c2)cc1S(=O)(=O)N1CCOCC1	2%	3%	u	-1.5%
30	COc1ccc2c3c([nH]c2c1)C1(NCC3)C(=O)Nc2ccccc21 (configuration not stated)	-11%	3%	7%[46 µM]	-1.7%
31	CC1(C)CC(=O)C2=C(C1)N(c1ccccc1)C(=O)CC2c1ccsc1 (configuration not stated)	-10%	-16%[46.1 µM]	-9%	-0.2%
32	CC(C)NC(=O)N1CCC2(CC1)CCN(C(=O)c1cc(C(F)(F)F)cc(C(F)(F)F)c1)CC2	2%	x	x	x

nr	IMPase Li cell	CBFb RUNX1 block	Luc counter
21	6%	3%	3%
22	-25%[38.3 µM]	-1%	-4%
23	1%	4%	-2%
24	-1%	u	-3%
25	9%	2%	-1%
26	-5%	4%	-2%
27	0%	u	1%
28	11%	11%	1%
29	12%	-2%	-1%
30	x	16%	x
31	6%[38.3 µM]	3%	1%
32	-6%	x	-1%

nr	SMILES	aGal spleen mod	NPSR antag	Lamin A splicing	Epigenetic derep
33	CCCOc1cc(C)c(S(=O)(=O)n2ccc(C)n2)cc1C	0%	u	u	-0.7%
34	CCOCC(=O)O	-8%	x	x	x
35	COC(=O)c1cc(-c2ccccc2)on1	3%	-4%[46.1 µM]	0%	-1.0%
36	O=C(c1ccncc1)N1CCN(C(=O)c2ccncc2)CC1	-5%	-5%[46.1 µM]	-5%	0.0%
37	CCOc1ccccc1N1CCN(C(=O)/C=C/c2cccc([N+](=O)[O-])c2)CC1	-5%	-4%	10%	1.1%
38	COc1ccc(/C=N/NC(=O)CCn2c3ccccc3c3ccccc32)cc1O	-2%	-1%[46.1 µM]	u	-3.4%
39	CN(C)c1cc(Cl)c2nonc2c1N	-7%	2%[7.67 µM]	x	-1.4%
40	COc1ccccc1OCCC(=O)OCC(=O)Nc1cccc(Br)c1	-1%	28%	u	-1.0%

nr	IMPase Li cell	CBFb RUNX1 block	Luc counter
33	11%[38.3 µM]	29%	10%
34	-1%	12%[21.7 µM]	x
35	3%[38.3 µM]	2%	-2%
36	17%[38.3 µM]	0%	4%
37	8%	-12%	-1%
38	5%	2%	2%
39	x	u	x
40	1%	1%	3%

nr	SMILES	aGal spleen mod	NPSR antag	Lamin A splicing	Epigenetic derep
41	CCCCC(=O)O[C@H]1CC[C@H]2[C@@H]3CCc4cc(O)ccc4[C@H]3CC[C@]12C	2%	-56%	u	5.0%
42	O=C(CCC(=O)Nc1cccc2ccccc12)N/N=C/c1ccco1	7%	13%	1%	-1.8%
43	Nc1c(NCc2ccccc2)c(=O)c1=O	4%	17%	x	0.1%
44	CN1C(=O)SC(Nc2cccc3ccccc23)C1=O (configuration not stated)	8%	u	-3%	-1.2%
45	Cc1nc2nc(CSc3ccc(Cl)cc3)cc(=O)n2[nH]1	-24%	-9%[46.1 µM]	-2%	0.0%
46	Cc1ccc(C(=O)CSc2ccc(-c3cccnc3)nn2)cc1	-13%	10%	x	3.5%
47	O=C(CCNC(=O)c1ccco1)NCc1ccccc1	-7%	-7%[46.1 µM]	1%	-0.3%
48	CCOC(=O)C1CCN(C(=O)/C=C/c2ccc(OC)cc2)CC1	-4%	-4%[46.1 µM]	0%	0.2%

nr	IMPase Li cell	CBFb RUNX1 block	Luc counter
41	4%	10%	-15%
42	-4%	12%	-2%
43	x	9%	x
44	1%	-9%	1%
45	-4%	9%	0%
46	5%	-5%	-1%
47	20%[38.3 µM]	1%	15%
48	0%[38.3 µM]	2%	-2%

nr	SMILES	aGal spleen mod	NPSR antag	Lamin A splicing	Epigenetic derep
49	O=C(c1ccc(Br)cc1)N1CCN(S(=O)(=O)c2ccccc2)CC1	1%	-6%[46.1 µM]	-20%	-0.8%
50	Cn1cc(C(=O)NCCO)c(=O)c2ccccc21	1%	17%	u	-3.1%
51	C=CCNC(=O)C1CCN(S(=O)(=O)CC)CC1	2%	0%[46.1 µM]	16%	-1.4%
52	CC(C)CCOc1cccc(OCC(=O)NC2CCS(=O)(=O)C2)c1 (configuration not stated)	3%	-4%[46.1 µM]	-11%	-1.0%
53	Cc1ccc2cc(C#N)c(N3CCCN(S(=O)(=O)c4ccccc4)CC3)nc2c1	-1%	-13%[7.67 µM]	2%	0.6%
54	COc1ccc(-c2csc(N3C(=N)SCC3=O)n2)cc1	2%	-10%[46.1 µM]	6%	0.9%
55	O=C(Nc1ccccc1)c1sc(N2CCOCC2)nc1-c1ccccc1	-1%	3%	-18%	2.0%
56	COc1ccc(/C(C)=N/Nc2ccccc2Cl)c(O)c1	-7%	15%	x	-3.0%
57	CCCOc1ccc(C(=O)NCc2cccnc2)cc1	6%	-19%[46.1 µM]	-1%	3.9%

nr	IMPase Li cell	CBFb RUNX1 block	Luc counter
49	35%[38.3 µM]	7%	1%
50	5%	-1%	-2%
51	9%[38.3 µM]	7%	-6%
52	19%[38.3 µM]	2%	3%
53	-13%[38.3 µM]	11%	13%
54	-1%[38.3 µM]	-3%	-7%
55	u	2%	2%
56	x	-5%	x
57	19%[38.3 µM]	3%	-2%

This is a subset; rates above refer to the full screens.
